Assay outcomes from PubChem.
Growth percent in the NCI-60 one-dose screen (48 h, 10 µM unless noted): 100 = growth as untreated, 0 = no growth, -100 = all killed.
HL-60(TB): HL-60(TB) leukemia cells | 78,000 tested, 9% active | AID 1794776; active = growth percent below 10
* hit, by the source's call; & = joins results of further samples; [ ] = another dose, or the depositor's remark.

SMILES | HL-60(TB)
COc1cc(C(N)CCc2ccc3c(c2)OCO3)cc(OC)c1OC (configuration not stated) | 54.4
COc1ccc(-c2nc(-c3cccnc3)[nH]c2-c2ccc(OC)cc2)cc1 | 79.9
CC(C)C(=O)Nc1ncc(C(=O)NCCN(Cc2ccccc2)C(=O)c2ccc(S(=O)(=O)Nc3ccccc3)cc2)s1 | 106.6
C=CCC(CC)C(=O)NC(=O)N1CCCc2ccccc21 (configuration not stated) | 52.0&102.8
CNC(=O)c1cc(Oc2ccc3nc(NC(=O)NC(C)C)sc3c2)ccn1 | 47.8
Cn1c2c(c3ccccc31)CCN1C(=O)Nc3ccccc3C21 (configuration not stated) | 95.5
COc1cc(C2SCC(=O)N2NC(=O)c2ccc(NC(=O)c3ccccn3)cc2)cc(OC)c1OC (configuration not stated) | 85.7
Nc1nc(SCC(=O)O)c2[nH]cnc2n1 | 89.2
NC(=O)C1CC2C=CC1C2 (configuration not stated) | 105.5&108.1
O=C(Oc1cccc(OC(=O)c2ccc(Cl)cc2)c1)c1ccc(Cl)cc1 | 57.1
CNC(=O)c1cc(Oc2ccc3nc(NC(=O)c4ccc5c(c4)OCCO5)sc3c2)ccn1 | 93.6
O=C(Nc1ccc2ncnc(NNc3ccccn3)c2c1)c1cccs1 | 75.9
O=C(Cc1ccc(F)c(Cl)c1)Nc1cc(C2CC2(F)F)nn1CC1CCCCC1 (configuration not stated) | 116.3
CCOC(=O)C(CCCCS(=O)(=O)O)C(=O)OCC | 98.5
Cc1cccnc1NC(=O)c1csnn1 | 90.7

4 of these compounds, reformatted.
NC(=O)C1CC2C=CC1C2 (configuration not stated)
  HL-60(TB): 105.5&108.1
O=C(Nc1ccc2ncnc(NNc3ccccn3)c2c1)c1cccs1
  HL-60(TB): 75.9
COc1cc(C(N)CCc2ccc3c(c2)OCO3)cc(OC)c1OC (configuration not stated)
  HL-60(TB): 54.4
CNC(=O)c1cc(Oc2ccc3nc(NC(=O)c4ccc5c(c4)OCCO5)sc3c2)ccn1
  HL-60(TB): 93.6

The list goes on:
SMILES | HL-60(TB)
O=CNc1ccc(C(=O)O)cc1 | 94.5
CCOc1ccc(NC(=O)CSc2nc3ccccc3c(=O)n2CCc2ccc(S(N)(=O)=O)cc2)cc1 | 100.3
O=c1[nH]c(=O)n(Cc2ccc(F)cc2)cc1F | 88.7[50 µM]
CCOC(=O)C(/C=N/C(N)=S)=C(/O)c1ccccc1 | 105.7
CCCCCCCCCCCCCCCCC1CO1 (configuration not stated) (tested in a mixture with another compound) | 89.8
N#Cc1c(NC(=O)c2ccc(C(F)(F)F)cc2C(F)(F)F)sc2c1CCC(=O)C2 | -24.0*
COc1cc(-c2c3c(cn2S(=O)(=O)c2ccccc2)-c2nc(NC(=O)c4ccccc4)sc2CC3)cc(OC)c1OC | 81.0
COc1cccc(-c2nn(-c3ccccc3)cc2-c2ccnc(NCCCNS(=O)(=O)c3ccccc3)c2)c1 | 16.0
CCCCCCCCCCCC(=O)OCCNC(=O)C[n+]1ccccc1 | 100.3
CCOC(=O)CC(C)(N)NC(N)=O (configuration not stated) | 91.0
O=C(/C=C/c1cn(-c2ccccc2)nc1-c1ccc(Cl)cc1)NNC(=O)Nc1ccc(Br)cc1 | 95.0
O=C1CC(C(F)(F)F)=NN1C(=O)c1nn(-c2ccc(Cl)cc2)cc1O | 104.6
Nc1ncnc2c1c(-c1cccc(Cl)c1)nn2CC(=O)N1CCc2ccccc2C1 | 101.8
CC1(C)O[C@@H]2CC3C4CCC5=CC(=O)C=C[C@]5(C)[C@@]4(F)[C@@H](O)C[C@]3(C)[C@]2(C(=O)CO)O1 (some centres not stated) | 102.4
Cc1ccc(-c2nc3ccccc3n2CC(=O)N/N=C/c2cccc(OCc3ccccc3)c2)o1 | 49.5
O=C(CN1CCNCC1)N1CCCC1 | 61.8
CSc1ccc(C2C(C#N)=C(N)N(c3ccc(OC(F)(F)F)cc3)C3=C2C(=O)CC(C)(C)C3)cc1 (configuration not stated) | 104.4
CC1(C)O[C@@H]2C[C@H]3[C@@H]4CCC5=CC(=O)CC[C@]5(C)[C@@]4(F)[C@@H](O)C[C@]3(C)[C@]2(C(=O)CO)O1 | 88.4
Cc1ccc(S(=O)(=O)NN=C2CCCCCCC2)cc1 | 95.3
CC1(c2ccccc2O)NN=C(/N=C/c2ccc(O)cc2)N1C(Cc1c[nH]c2ccccc12)C(=O)O (configuration not stated) | 79.1
OCCNC(Cc1ccccc1)c1ccc2c(c1)OCO2 (configuration not stated) | 79.6
CCc1c(N)nc(N)nc1Nc1ccccc1C | 111.6
Cc1cc(Cl)nc(SC/C(=N/O)c2ccccc2)n1 | 100.4
CC1CN1c1nc(N2CC2C)nc(N2CC2C)n1 (configuration not stated) | 62.0
COc1ccc(C(=O)Nc2ccc(Sc3cc4cc(OC)c(OC)cc4nc3C)cc2)cc1OC | 84.3
CC(=O)c1sc2c(c1C)c(=O)nc1c(-c3nc(-c4ccccc4)cs3)n[nH]n12 | 98.7
C[n+]1ccc(/C=C/c2ccc(Cl)c(Cl)c2)cc1 | 95.4
NS(=O)(=O)c1ccc(NC(=O)CSc2ccc(-c3ccc(F)cc3)nn2)cc1 | 101.1
COc1cc2c(cc1OCCCN1CCN(CCCn3c4ccccc4c4ccccc43)CC1)N=C[C@@H]1CCCN1C2=O | -44.8*
NC(=O)C(=O)N/N=C/c1ccc([N+](=O)[O-])o1 | 69.4

Three entries from above, with each value named:
COc1cc(C2SCC(=O)N2NC(=O)c2ccc(NC(=O)c3ccccn3)cc2)cc(OC)c1OC (configuration not stated)
  HL-60(TB) = 85.7
Nc1nc(SCC(=O)O)c2[nH]cnc2n1
  HL-60(TB) = 89.2
NC(=O)C1CC2C=CC1C2 (configuration not stated)
  HL-60(TB) = 105.5&108.1

The listing continues.
SMILES | HL-60(TB)
O=C(NCCO)c1ccccc1O | 82.7
Cc1ccc(-c2nnc(N3c4ccccc4C=Cc4ccccc43)o2)cc1 | 66.2
COc1ccc(C2=NN(C(N)=S)C(c3ccc(Cl)cc3)C2)cc1S(=O)(=O)Nc1cccnc1 (configuration not stated) | 112.5
COc1ccccc1NC(=O)N/N=C/c1c[nH]c2ccccc12 | 5.9*
OCC1CCCCC1 | 75.5
C=CCn1c(SCC(=O)Nc2ccc(C(=O)/C=C/c3ccc(C)cc3)cc2)nnc1-c1c[nH]c2ccccc12 | 98.4
COc1c(B(O)O)cccc1-c1nc2ccc3[nH]ncc3c2c2c1CCC2 | 61.6
N/C(=C\C(=O)n1nc(-c2ccccc2)cc1N)c1ccccc1 | 1.7*
COc1cc(-c2nc(SCCC(C)C)nc(Nc3ccccc3C)c2C#N)cc(OC)c1OC | 106.1
CC(Nc1ccc(Br)cc1C(=O)O)C(=O)O (configuration not stated) | 91.0
c1cncc(CNNc2ncnc3ccccc23)c1 | 109.6
CC(=O)OC1CC2(O)C(CCC3(C)C(c4ccc(=O)oc4)CCC32O)C2(C)CCC(OC3OC(CO)C(O)C(O)C3O)C=C12 (configuration not stated) | -46.1*
Cc1cc2ncn(C(=O)Nc3ccccc3)c2cc1C | 99.5
CCN(CC)CC(=O)Nc1c(C)ccc(N)c1C | 74.2
COc1ccc(NC(=O)c2sc3nc4c(cc3c2N)CN(CCc2ccccc2)CC4)cc1 | 112.4
C[C@]12c3c4cc5c(c3-c3ccccc3[C@@H]1OC(=O)N2CC4)OCO5 | 78.8
Cc1cc(C)cc([N+](=O)[O-])c1 | 93.3
CCCCNC(=O)CCl | 117.4
O/N=C(\C=N\O)c1ccccc1 | 127.8
OC(c1ccccc1)(c1ccccc1)c1ccncc1 | 108.5
O=C1CCCC2=C1C(c1c[nH]c3ccc(Br)cc13)Cc1cc(Br)ccc1N2 (configuration not stated) | 12.9
C=CCc1cc(-c2nc(N)nc(N)n2)cc(C)c1O | 116.6
O=c1[nH]c(=O)[nH]c(=O)[nH]1 | 88.8
Nc1ncnc(NC2CCCCC2)n1 | 99.2
Cc1cc(-c2ccc(O)c(C)c2)ccc1O | 100.7
O=C1N(Cc2ccccc2)c2ccccc2C12CC(c1ccccc1)=NN2 (configuration not stated) | 87.8
CC(C)OC(=O)Nc1cccc([N+](=O)[O-])c1 | 94.9
Cc1cc(O)c(C(C)C)cc1N=Cc1ccccc1[N+](=O)[O-] | 86.7
CN(C)CCN(C)CC(C)(C)C(=O)/C=C/c1ccc(Cl)c(Cl)c1 | -41.9*[100 µM]
COc1ccc(-c2nn(-c3ccccc3)cc2/C=c2/sc3nc(-c4ccoc4C)nn3c2=O)cc1 | 105.6&106.3
O=C(O)CC1c2ccccc2-c2ccccc21 | 98.9
O=C1Nc2ccccc2/C1=C/c1c[nH]c2ccccc12 | 102.0
OC(c1ccccc1)c1nc2ccccc2[nH]1 (configuration not stated) | 108.0
CC12CCC3c4ccc(O)cc4CCC3C1CCC2OC1CCCCO1 (configuration not stated) | 96.0
FC(F)(F)c1cc2c(Cl)ncnc2n1CCC1CCOCC1 | -59.6*
CCn1cc(C(=O)NN=C2CCCC2)c(=O)c2ccc(C)nc21 | 98.8
Brc1ccc(-c2nnc(CN3C=NC4C(N5CCOCC5)=NC=NC43)o2)cc1 (configuration not stated) | 101.1
Cc1ccc(-c2nc(C#N)c(N3CCN(S(C)(=O)=O)CC3)o2)cc1 | 98.2
COc1ccc(/C=C2\Oc3cc4occc4c(OC)c3C2=O)cc1 | 95.2
Cc1nn(-c2ccccc2)c(N2CCCCC2)c1-c1nc2ccc(C(=O)O)cc2[nH]1 | 97.5
Nc1c(C(=O)Nc2cccc(C(F)(F)F)c2)sc2nc3c(cc12)C(O)CCC3 (configuration not stated) | -0.2*
COc1ccc(/C(C)=N/N=C2C(=O)N(C)c3ccccc32)cc1S(N)(=O)=O | 102.6
O=C(Nc1ccccc1)Oc1ccc2ccccc2c1 | 99.5
C[C@@H]1C(=O)O[C@H]2[C@H]1CC/C(COC(=O)OCCCCCOC(=O)OC/C1=C/CC[C@@]3(C)O[C@H]3[C@H]3OC(=O)[C@@H](C)[C@@H]3CC1)=C\CC[C@@]1(C)O[C@@H]21 | 108.3
Cc1ccc(N2CCN(CC(O)c3ccccc3)CC2)cc1 (configuration not stated) | 95.6
O=c1oc2ccc(-c3ccc(F)cc3F)cc2c(=O)n1-c1ccc(Cl)c(C(F)(F)F)c1 | 1.4*
O=C(O)C(=O)Cc1ccccc1[N+](=O)[O-] | 106.8
COc1ccc(N2CCN(/C(=N\c3sc(-c4ccccc4)nc3-c3ccccc3)c3ccccc3)CC2)cc1 | 95.7
COc1ccc(C(O)c2cc3c(N)c(C(=O)Nc4cccc(Br)c4C)sc3nc2C)cc1 (configuration not stated) | -41.0*
Cc1cn(-c2nc3c(c(NCc4ccccc4)n2)COCC3)c2cccc(C(N)=O)c12 | 71.1[0.5 µM]
CC(=O)c1ccc(NC(=O)CSc2nnc(-c3ccc(Cl)cc3)o2)cc1 | 73.6
COc1ccc(Cc2nc3cc(OC)c(OC)cc3c(=O)[nH]2)cc1 | 16.4
COC(=O)c1c(C(=O)OC)c2n(c1C)[C@@H]([C@@H](C)[C@H]1CC[C@H]3[C@@H]4CCC5=CC(=O)CC[C@]5(C)[C@H]4CC[C@]13C)SC2 | 7.0*
ClC(Cl)c1ccccc1C(Cl)(Cl)Cl | 94.8
CCOC(=O)[C@H](CCc1ccccc1)N[C@H]1CCc2ccccc2N(CC(=O)O)C1=O | 94.8
c1ccc2sc(-c3nc4ccccc4s3)nc2c1 | 115.6
CCOC(=O)C(C)C/C(C)=N/NC(N)=O (configuration not stated) | 97.0
NC(=O)[C@H](Cc1ccccc1)NC(=O)c1nn(CCCCCF)c2ccccc12 | 98.3
COc1cc2oc(-c3cccc(NC(=O)[C@H](C)NC(=O)[C@H](C)NC(=O)OC(C)(C)C)c3)cc(=O)c2c(OC)c1OC | 75.2
O=C(COc1ccc(/C=C2\C(=O)Nc3ccc(Cl)cc32)cc1)Nc1ccccc1 | 94.9
Additional results follow:
SMILES | HL-60(TB)
COc1ccc(C2CC(=O)c3c(O)cc(OC4OC(COC5OC(C)C(O)C(O)C5O)C(O)C(O)C4O)cc3O2)cc1O (configuration not stated) | 131.2
C=C(C)[C@@H]1CC[C@]2(COC(C)=O)CC[C@]3(C)[C@H](CC[C@@H]4[C@@]5(C)CCCNC(C)(C)[C@@H]5CC[C@]43C)[C@@H]12 | 70.9
NCCCN(CCCN)CCCNCc1c2ccccc2c(CNCCCN(CCCN)CCCN)c2ccccc12 | 100.2
O=C(COc1cccc(/C=C2\Oc3ccc4ccccc4c3C2=O)c1)c1ccc(Cl)cc1 | 107.5
COc1cc(/C=N/NC(=S)Nc2ccc(C(F)(F)F)cc2)ccc1F | 66.5
Nc1ccc(SCc2cc3ccccc3[nH]c2=O)cc1 | 65.0
CC1Cc2c(ncn3cnnc23)N(C)c2ccccc21 (configuration not stated) | 109.8
CN(C)c1ccc(-c2nc3ccccc3s2)cc1 | 76.0
COC(=O)c1c(C(=O)OC)c2n(CC(=O)Nc3cccc4cccnc34)c3ccccc3n2c1C(=O)c1ccc(C)cc1 | 99.2
O=S(=O)(NCCNc1nccc(-c2c(-c3ccc(F)cc3)nc3sccn23)n1)c1ccc(I)cc1 | 98.0
C/C(=N\NC(=S)Nc1ccccc1)c1sc(Nc2cccc(O)c2)nc1C | 93.3
O/N=C\c1ccnc2ccccc12 | 87.3
COc1ccc(-c2cnoc2-c2ccc(O)cc2O)cc1OC | 69.4
N#CC(Cc1cccc2ccccc12)c1cc2ccccc2[nH]1 (configuration not stated) | 96.4
CCN1C(=O)N(CC)C2C1NN=c1s/c(=C\c3ccco3)c(=O)n12 (configuration not stated) | -20.3*
COc1cc(/C=C/C(=O)c2c(C)nc3ccccc3c2/C=C/c2ccc(C)cc2)cc(OC)c1OC | 12.5
CNC(=O)OCc1ncn(-c2ccccc2)c1COC(=O)NC | 101.3
NC(=O)NC(=O)CBr | 98.8
COC(=O)CCC[C@@H]1O[C@@H](c2ccccc2)[C@@H](I)[C@H]1O | 115.0

Three structures out of the list, ordered by count of non-hydrogen atoms, high to low.
SMILES | HL-60(TB)
CCN1C(=O)N(CC)C2C1NN=c1s/c(=C\c3ccco3)c(=O)n12 (configuration not stated) | -20.3*
N#CC(Cc1cccc2ccccc12)c1cc2ccccc2[nH]1 (configuration not stated) | 96.4
NC(=O)NC(=O)CBr | 98.8

This is a subset. The share of hits here may be higher or lower than overall.
